eIF4E 4G PPI: inhibitors of eIF4E and eIF4G interaction in translation initiation; 220,000 tested, 0.37% active; P63073+Q04637; inhibition, % at 21.7 µM; TR-FRET eIF4E-eIF4GI(517-606) binding, 2 h;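 active = inhibition above about 30%, limit read from the data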;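 also: 0% = full FRET control wells and 100% = background wells lacking eIF4GI fragment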
MDM2 E3 inh: inhibitors of human Mdm2 E3 ubiquitin ligase | Q00987 | cell-based MDM2 ubiquitination luciferase reporter, 2 h; 0 = plate control, 100 = twice control, blank-subtracted | signal enhancement, % at 5 µM | 210,000 tested, 0.11% active;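 active = signal enhancement of 30% or more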;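 also: luminescence tracks abundance of the self-degrading MDM2-luciferase fusion protein; higher signal means inhibition of MDM2 E3 ligase activity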
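System: stable MDM2–luciferase fusion reporter cells / Input: 2000 cells seeded into each well / Schedule: 4 h settle plus 2 h compound, 37 °C / Compound: single-point 5 µM / Buffer or medium: cells held in DMEM / Benchmarks: control and blank well means / Evaluation: percent signal gain over controls, blank-subtracted / Measured by: luciferase luminescence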
S1P4 agonist: human S1P4 receptor agonism; O95977; S1P4-expressing cell line, agonist reporter assay; activation, % at 4.98 µM; 220,000 tested, 0.35% active; AID 1509; in the data active = activation above about 11%;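 also: 0% = DMSO vehicle and 100% = reference agonist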
Target sequence (O95977 whole entry, looked up): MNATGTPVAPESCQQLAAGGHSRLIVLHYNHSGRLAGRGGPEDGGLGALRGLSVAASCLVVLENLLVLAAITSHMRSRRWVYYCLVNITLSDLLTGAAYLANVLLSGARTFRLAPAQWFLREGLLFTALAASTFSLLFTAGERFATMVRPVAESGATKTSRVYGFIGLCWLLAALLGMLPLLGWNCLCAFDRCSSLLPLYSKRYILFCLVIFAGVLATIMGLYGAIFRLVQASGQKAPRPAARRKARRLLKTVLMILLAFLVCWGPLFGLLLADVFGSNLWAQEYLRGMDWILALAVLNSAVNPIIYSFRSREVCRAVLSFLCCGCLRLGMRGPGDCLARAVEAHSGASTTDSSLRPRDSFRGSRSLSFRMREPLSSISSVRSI
PERK inh: blocks human PERK kinase; CHO PERK-DD fusion, SEAP luminescence translation reporter; AID 1416; inhibition, % at 5.6 µM; 220,000 tested, 0.17% active;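 active = inhibition above the mean inhibition of all tested compounds plus 3 SD, set separately per screening campaign, cut at about 2.9% in these data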;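 also: PERK kinase domain activated by AP20187 dimerizer at 100 nM; 0% = DMSO with dimerizer and 100% = rapamycin at 8.4 µM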
BaF3 parental: counter-screen for JAK2V617F inhibitors: parental Ba/F3 viability inhibitors; inhibition, % at 5.6 µM; CellTiter-Glo ATP luminescence; 220,000 tested, 1.1% active; AID 1486;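 active = inhibition above a per-campaign cutoff, the mean inhibition of all tested compounds plus 3 SD, cut at about 27% in these data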;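 also: 0% = DMSO wells and 100% = JAK Inhibitor I control wells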
NPY2 pot ag: human NPY-Y2 potentiation or agonism, primary screen; P49146; 220,000 tested, 0.45% active; activation, % at 3.6 µM; cells expressing NPY-Y2, potentiator/agonist read-out; in the data active = activation above about 27%;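 also: cells stimulated with NPY near EC25 plus isoproterenol at EC100; 0% = vehicle plus submaximal agonist and 100% = vehicle plus saturating agonist; some results beyond the cut were filed as inactive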
Target sequence (P49146 whole entry, looked up): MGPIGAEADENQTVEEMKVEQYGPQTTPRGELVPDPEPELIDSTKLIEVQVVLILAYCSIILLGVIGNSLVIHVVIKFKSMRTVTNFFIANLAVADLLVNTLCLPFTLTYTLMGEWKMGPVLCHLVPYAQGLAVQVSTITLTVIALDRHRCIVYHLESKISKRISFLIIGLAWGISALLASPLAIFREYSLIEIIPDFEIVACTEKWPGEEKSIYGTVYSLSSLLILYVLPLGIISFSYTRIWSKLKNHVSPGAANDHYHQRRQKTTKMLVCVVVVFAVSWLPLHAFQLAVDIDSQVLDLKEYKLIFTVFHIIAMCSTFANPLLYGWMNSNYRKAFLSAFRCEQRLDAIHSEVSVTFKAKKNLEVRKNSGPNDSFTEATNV
Wee1 stabilizer: human Wee1 degradation inhibition, primary screen; 220,000 tested, 1.2% active; AID 1321; P30291; HeLa Luc-Wee1K328M stability, luciferase luminescence; 100% = proteasome inhibitor MG132 effect; reporter increase, % at 5 µM;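 active = activation above the mean of all tested compounds plus 3 SD, set per screening run, cut at about 8.8% in these data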;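 also: cells exposed to compound for 20 h before luminescence read; 0% = DMSO alone and 100% = MG132 at 30 µM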
S1P4 antag: human S1P4 receptor antagonism | O95977 | S1P4-expressing cells, antagonist mode, reporter read-out | inhibition, % at 4.98 µM | 220,000 tested, 0.26% active; in the data active = inhibition above about 29%;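 also: 0% = wells stimulated with agonist and 100% = vehicle wells without agonist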
Ba/F3 V617F tox: loss of viability in JAK2V617F-driven Ba/F3 cells; Ba/F3 EpoR-JAK2V617F viability, ATP luminescence; inhibition, % at 5.6 µM; 220,000 tested, 1.1% active;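 active = inhibition above the campaign mean plus 3 SD over all tested compounds, cut at about 24% in these data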;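 also: cytokine-independent growth of Ba/F3 cells driven by EpoR plus mutant JAK2; 0% = DMSO-treated cells and 100% = JAK inhibitor I control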
* hit, by the source's call; & = joins results of further samples; [ ] = dose if it differs, or a comment.

For COC(=O)c1ccccc1NC(=O)C/C(C)=N/NC(=O)CC#N the results were eIF4E 4G PPI -1, MDM2 E3 inh -2, S1P4 agonist 2.2, PERK inh 1.6, BaF3 parental 5, NPY2 pot ag 10, Wee1 stabilizer -5, S1P4 antag -13 and Ba/F3 V617F tox -2.
`COc1ccc(S(=O)(=O)NCC2CCC(C(=O)NCC(OC)OC)CC2)cc1` (centres undefined) gave eIF4E 4G PPI 0, MDM2 E3 inh -28, S1P4 agonist 0.1, PERK inh 3.2*, BaF3 parental 6, NPY2 pot ag -3, Wee1 stabilizer -1, S1P4 antag -1 and Ba/F3 V617F tox -2.
CCOc1ccc(CCNC(=O)COC(=O)c2cc(OC)c(OC)c(OC)c2)cc1OCC was read as eIF4E 4G PPI 0, MDM2 E3 inh -11, S1P4 agonist 0.7, PERK inh -0.6, BaF3 parental 2, NPY2 pot ag 2, Wee1 stabilizer 0, S1P4 antag -14 and Ba/F3 V617F tox 2.
`CC1=Nc2ccc(C)cc2/C1=C/c1c(N)n2oc(C)cc2nc1=O` gave eIF4E 4G PPI 1&2, MDM2 E3 inh -11&15, S1P4 agonist 2.1&1.6, PERK inh -1.9&0.2, BaF3 parental 4&2, NPY2 pot ag 0&0, Wee1 stabilizer 2&2, S1P4 antag 15&16 and Ba/F3 V617F tox 0&0.
`Cc1ccccc1-n1nnnc1SCC(=O)Nc1ccc(S(=O)(=O)N2CCCC2)cc1` gave eIF4E 4G PPI 2, MDM2 E3 inh -3, S1P4 agonist 1.8, PERK inh 0.0, BaF3 parental 1, NPY2 pot ag 10, Wee1 stabilizer -3, S1P4 antag 9 and Ba/F3 V617F tox 0.
Screening CCCn1c(=O)c(C(=O)NCc2cccnc2)c(O)c2ccccc21 returned eIF4E 4G PPI 6, MDM2 E3 inh 2, S1P4 agonist -0.9, PERK inh 0.5, BaF3 parental 3, NPY2 pot ag -9, Wee1 stabilizer 1, S1P4 antag 15 and Ba/F3 V617F tox 2.
COc1ccc(C(=O)/C=C/Nc2ccc(S(=O)(=O)Nc3nc(C)cc(C)n3)cc2)cc1OC was read as eIF4E 4G PPI 6, MDM2 E3 inh -13, S1P4 agonist 0.9, PERK inh -0.3, BaF3 parental 6, NPY2 pot ag -7, Wee1 stabilizer -1, S1P4 antag -20 and Ba/F3 V617F tox -2.
For COc1cc(OC)cc(-c2nc3ccccc3c(=O)n2OC(=O)c2ccccc2C)c1 the results were eIF4E 4G PPI 3[fluorescence artefact?], MDM2 E3 inh -13, S1P4 agonist 0.9, PERK inh 0.0, BaF3 parental 4, NPY2 pot ag 13, Wee1 stabilizer 0, S1P4 antag 2 and Ba/F3 V617F tox -1.
Screening CCCCSC1(SCCCC)N=C(N)C2(C#N)C(c3ccccc3)NC(C)=C(C)C12C#N (centres undefined) returned eIF4E 4G PPI -1, MDM2 E3 inh 15, S1P4 agonist 0.0, PERK inh -0.2, BaF3 parental 2, NPY2 pot ag 10, Wee1 stabilizer -3, S1P4 antag -14 and Ba/F3 V617F tox 0.
O=C(O)CC/C(=N\Nc1ccc(S(=O)(=O)N2CCCC2)cc1[N+](=O)[O-])c1cccs1 was read as eIF4E 4G PPI 0, MDM2 E3 inh -10, S1P4 agonist -2.5, PERK inh 0.3, BaF3 parental 9, NPY2 pot ag 12, Wee1 stabilizer 1, S1P4 antag -12 and Ba/F3 V617F tox 7.

2 compounds picked at random from the list so far:
`CC1=Nc2ccc(C)cc2/C1=C/c1c(N)n2oc(C)cc2nc1=O` gave eIF4E 4G PPI 1&2, MDM2 E3 inh -11&15, S1P4 agonist 2.1&1.6, PERK inh -1.9&0.2, BaF3 parental 4&2, NPY2 pot ag 0&0, Wee1 stabilizer 2&2, S1P4 antag 15&16 and Ba/F3 V617F tox 0&0.
O=C(O)CC/C(=N\Nc1ccc(S(=O)(=O)N2CCCC2)cc1[N+](=O)[O-])c1cccs1 was read as eIF4E 4G PPI 0, MDM2 E3 inh -10, S1P4 agonist -2.5, PERK inh 0.3, BaF3 parental 9, NPY2 pot ag 12, Wee1 stabilizer 1, S1P4 antag -12 and Ba/F3 V617F tox 7.

(listing goes on)
`Cc1ccc(C2N(c3cccc(Cl)c3)C(=O)N3CCCN23)cc1` (centres undefined) gave eIF4E 4G PPI 9, MDM2 E3 inh -12, S1P4 agonist 1.3, PERK inh 1.4, BaF3 parental 8, NPY2 pot ag 14, Wee1 stabilizer -2, S1P4 antag -3 and Ba/F3 V617F tox -3.
Screening N#Cc1nc(-c2ccc(F)cc2)oc1NCc1ccco1 returned eIF4E 4G PPI -7, MDM2 E3 inh -4, S1P4 agonist -0.3, PERK inh 1.2, BaF3 parental -1, NPY2 pot ag -11, Wee1 stabilizer 3, S1P4 antag -12 and Ba/F3 V617F tox 0.
`CSCCC(NC(=O)C1CCCCC1)c1nc2ccccc2[nH]1` (centres undefined) gave eIF4E 4G PPI -4, MDM2 E3 inh -14, S1P4 agonist 1.8, PERK inh -1.2, BaF3 parental 0, NPY2 pot ag 12, Wee1 stabilizer 7, S1P4 antag 10 and Ba/F3 V617F tox -6.
`C=CCSc1nnc(-c2sc(-c3ccccc3)nc2C)n1C` gave eIF4E 4G PPI 1, MDM2 E3 inh 3, S1P4 agonist -0.6, PERK inh 0.6, BaF3 parental 5, NPY2 pot ag 9, Wee1 stabilizer 0, S1P4 antag 3 and Ba/F3 V617F tox -2.
Screening COc1cccc(NC(=O)CN(C)C(C)C(=O)Nc2ccc(S(=O)(=O)N3CCOCC3)cc2)c1 (centres undefined) returned eIF4E 4G PPI -16, S1P4 agonist -0.9, PERK inh -0.3, BaF3 parental -3, NPY2 pot ag -5, Wee1 stabilizer -2, S1P4 antag -22 and Ba/F3 V617F tox 6.
For CCOc1ccc2nc(/N=C/c3c(C)[nH]n(-c4ccccc4)c3=O)sc2c1 the results were eIF4E 4G PPI 1, MDM2 E3 inh -14, S1P4 agonist 0.5, PERK inh 2.2, BaF3 parental 5, NPY2 pot ag 8, Wee1 stabilizer -1, S1P4 antag -7 and Ba/F3 V617F tox -1.
Screening O=c1c2[nH]c3ccc(Cl)cc3c2ncn1CCN1CCCCC1 returned eIF4E 4G PPI 7, MDM2 E3 inh -12, S1P4 agonist -1.2, PERK inh -0.9, BaF3 parental 3, NPY2 pot ag -3, Wee1 stabilizer -2, S1P4 antag -16 and Ba/F3 V617F tox 1.
`CCOc1ccc(C(=O)N2CCC(C(=O)c3ccc4c(c3)OCCO4)CC2)cc1` gave eIF4E 4G PPI 1, MDM2 E3 inh -6, S1P4 agonist 0.6, PERK inh -1.1, BaF3 parental 8, NPY2 pot ag 7, Wee1 stabilizer 0, S1P4 antag -6 and Ba/F3 V617F tox -2.
For CN(C)/C=C(\C#N)C(=O)N/N=C/c1ccc(F)cc1 the results were eIF4E 4G PPI -3, MDM2 E3 inh 15, S1P4 agonist 1.6, PERK inh -0.3, BaF3 parental 6, NPY2 pot ag 0, Wee1 stabilizer -2, S1P4 antag -21 and Ba/F3 V617F tox 0.
Cc1ccc(NC(=S)NC(=O)c2ccc(-c3ccccc3)cc2)cc1 was read as S1P4 agonist 1.3, PERK inh 0.7, BaF3 parental 3, NPY2 pot ag -1, Wee1 stabilizer -1, S1P4 antag 5 and Ba/F3 V617F tox 1.
COc1cc(NC(=O)CN2CCN(c3ccccc3O)CC2)c(C)cc1[N+](=O)[O-] was read as eIF4E 4G PPI 4, MDM2 E3 inh 10, S1P4 agonist 0.7, PERK inh -0.2, BaF3 parental 6, NPY2 pot ag 8, Wee1 stabilizer 0, S1P4 antag -7 and Ba/F3 V617F tox 4.
`CCOc1ccc(N=Nc2cc(C(C)C)ccc2O)cc1` gave eIF4E 4G PPI -4, MDM2 E3 inh -5, S1P4 agonist 0.3, PERK inh 0.2, BaF3 parental 6, NPY2 pot ag 11, Wee1 stabilizer 1, S1P4 antag -15 and Ba/F3 V617F tox 4.
Screening C=CCNC(=S)N1CCN(c2cccc(C(F)(F)F)c2)CC1 returned eIF4E 4G PPI 2, MDM2 E3 inh -5, S1P4 agonist -0.4, PERK inh 0.0, BaF3 parental 14, NPY2 pot ag 9, Wee1 stabilizer 1, S1P4 antag -5 and Ba/F3 V617F tox 5.
Screening CCN(CC)c1nc(OC)nc(-n2nnc(C(C)=O)c2C)n1 returned eIF4E 4G PPI 0[fluorescence artefact?], S1P4 agonist 1.6, PERK inh -0.7, BaF3 parental 2, NPY2 pot ag 1, Wee1 stabilizer -4, S1P4 antag -15 and Ba/F3 V617F tox 0.
Screening COc1nc(C#N)c(N2CCOCC2)o1 returned eIF4E 4G PPI -3, MDM2 E3 inh 9, S1P4 agonist 0.3, PERK inh 0.8, BaF3 parental 6, NPY2 pot ag -17, Wee1 stabilizer -2, S1P4 antag 0 and Ba/F3 V617F tox 3.
Screening C/C(=N\NC(=O)c1cccc(S(=O)(=O)N2CCCC2)c1)c1ccco1 returned eIF4E 4G PPI 1, S1P4 agonist 0.0, PERK inh 1.9, BaF3 parental 8, NPY2 pot ag -1, Wee1 stabilizer 1, S1P4 antag 3 and Ba/F3 V617F tox 1.
For CC(C)Cc1nnc(NC(=O)Nc2ccccc2)s1 the results were eIF4E 4G PPI 3, MDM2 E3 inh 0, S1P4 agonist 0.1, PERK inh 0.3, BaF3 parental 3, NPY2 pot ag 7, Wee1 stabilizer 6, S1P4 antag 0 and Ba/F3 V617F tox -4.
`Cc1nc(NCc2ccccc2)c2cc[nH]c2n1` gave eIF4E 4G PPI -7, S1P4 agonist 0.5, PERK inh 1.8, BaF3 parental -3, NPY2 pot ag -12, Wee1 stabilizer -2, S1P4 antag 1 and Ba/F3 V617F tox -4.
Screening CCOc1ccc(/C=C2\SC(=O)N(c3ccc(O)cc3)C2=O)cc1OC returned eIF4E 4G PPI -4, MDM2 E3 inh -5, S1P4 agonist 1.6, PERK inh -0.4, BaF3 parental 2, NPY2 pot ag 6, Wee1 stabilizer 1, S1P4 antag 9 and Ba/F3 V617F tox 2.
Screening O=C(COc1ccc([N+](=O)[O-])cc1)NCCC1=CCCCC1 returned eIF4E 4G PPI -5, S1P4 agonist -1.7, PERK inh 0.6, BaF3 parental 2, NPY2 pot ag -3, Wee1 stabilizer 1, S1P4 antag -1 and Ba/F3 V617F tox -5.
CCCn1c(NCc2ccco2)nc2c1c(=O)n(C)c(=O)n2C was read as eIF4E 4G PPI 1, MDM2 E3 inh -1, S1P4 agonist 1.4, PERK inh -0.1, BaF3 parental 6, NPY2 pot ag -2, Wee1 stabilizer 1, S1P4 antag -15 and Ba/F3 V617F tox -2.
For Cc1oc2c(cc(NS(=O)(=O)c3ccc4c5c(cccc35)C(=O)N4)c3ccccc32)c1C(=O)OC(C)C the results were eIF4E 4G PPI -13, MDM2 E3 inh 2, S1P4 agonist 0.6, PERK inh 0.8, BaF3 parental 2, NPY2 pot ag -8, Wee1 stabilizer 1, S1P4 antag -5 and Ba/F3 V617F tox 2.

Screening results from PubChem.
